Tb PYK inh: T. brucei pyruvate kinase inhibition. Q57TT1. TbPYK enzyme, Kinase-Glo Plus ATP luminescence, 45 min. Potency, µM (titrated, usually from 76.8 µM), without a hit: at the highest dose activity, negative = inhibition, hits mostly inhibitors. 410,000 compounds, 0.12% hits; also: potency is read from the fitted curve at half-maximal effect; % is scaled to controls: 0 for no effect and ±100 for the full control effect; nearly all actives have a fitted effect of over 50% in size
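TbPYK + substrate in 50 mM TEA pH 7.2, 100 mM KCl, 10 mM MgCl2, 0.05% BSA, 0.01% Tween-20; cpd pinned; ADP 130 uM final; 45 min RT; Kinase-Glo Plus 10 min; luminescence endpoint.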
Pf growth 48h: P. falciparum growth inhibition at 48 hours (one generation); AID 504832; P. falciparum luciferase growth in erythrocytes, 48 h; Potency, µM (doses to about 28.7 µM), without a hit: at the highest dose activity change, negative = inhibition, usual class: inhibitors; 310,000 compounds, 5.9% hits; also: potency is read from the fitted curve at half-maximal effect; % is scaled to controls: 0 for no effect and ±100 for the full control effect
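Compounds are pin-transferred into medium, infected erythrocytes (2% hematocrit, 0.1% parasitemia final) are added, and plates sit one parasite generation at 37 C in 5% CO2. Detection reagent is then added and luminescence measured.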
HCV inhibitor: inhibitors of hepatitis C virus infection | AID 651820 | Huh7.5.1 HCVcc-Cre infection, luciferase reporter, 44 h | Potency, µM (titrated, usually from 41.8 µM), for inactives: at the top dose activity change, negative = inhibition, hits mostly inhibitors | 340,000 compounds, 3.4% hits; also: potency is read from the fitted curve at half-maximal effect; % is scaled to controls: 0 for no effect and ±100 for the full control effect
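A cell-based infection assay in which seeded cells (1,000 per well) receive test compound after 4 h, are inoculated with HCVcc-Cre at approximately 0.5 moi, and are incubated 44 h before luminescence detection.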
Cycloheximide cs: counter-screen hit for Shiga toxin inhibitors, cycloheximide; cell reporter, cycloheximide protein synthesis inhibition counterscreen; max response, %; 300,000 compounds, 12% hits; AID 2314; in the data active = max response mostly above about 13%, no sharp cut-off; inactive = mostly below about 14%; also: read at 38.3 µM for the half of the compounds with a filed dose; 0% is about no effect
LmPK inh: LmPK (Leishmania mexicana) enzyme inhibition. Q27686. purified LmPK, Kinase-Glo ATP luminescence, 1 h. Potency, µM (titrated, usually from 57.5 µM), for inactives: at the highest dose activity change, negative = inhibition, hits mostly inhibitors. 290,000 compounds, 0.37% hits. AID 1721; also: potency is read from the fitted curve at half-maximal effect; % is scaled to controls: 0 for no effect and ±100 for the full control effect
Target sequence (Q27686 whole entry, looked up): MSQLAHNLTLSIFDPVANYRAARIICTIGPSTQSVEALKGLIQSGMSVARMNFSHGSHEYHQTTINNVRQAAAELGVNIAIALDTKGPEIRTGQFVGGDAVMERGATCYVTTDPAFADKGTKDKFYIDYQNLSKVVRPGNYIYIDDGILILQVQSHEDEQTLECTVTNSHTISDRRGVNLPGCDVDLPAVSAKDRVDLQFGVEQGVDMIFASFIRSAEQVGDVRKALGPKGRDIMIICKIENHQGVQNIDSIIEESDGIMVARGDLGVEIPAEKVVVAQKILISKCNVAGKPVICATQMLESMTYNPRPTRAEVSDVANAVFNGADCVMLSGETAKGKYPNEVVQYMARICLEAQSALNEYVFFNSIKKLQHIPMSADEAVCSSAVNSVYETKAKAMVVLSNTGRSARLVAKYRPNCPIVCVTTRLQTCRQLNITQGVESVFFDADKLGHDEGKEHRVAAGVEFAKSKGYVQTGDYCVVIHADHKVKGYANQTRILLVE
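Pyruvate kinase activity monitored as ATP production (luciferase luminescence). Conditions: 0.1 nM enzyme, 0.5 mM PEP, 0.1 mM ADP, 1 h, RT; normalized against uninhibited and no-enzyme wells.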
Pf growth 96h: P. falciparum growth inhibition at 96 hours | P. falciparum luciferase reporter growth, 96 h | Potency, µM (doses to about 28.7 µM), for the others: at the highest dose activity change, negative = inhibition, usual class: inhibitors | 320,000 compounds, 6.9% hits | AID 504834; also: potency is read from the fitted curve at half-maximal effect; % is scaled to controls: 0 for no effect and ±100 for the full control effect
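Readout is luminescence from an integrated firefly luciferase in P. falciparum. Red cells, 2% hematocrit and 0.05% parasitemia final, were cultured with compound through two parasite generations (96 hours) at 37 C, 5% CO2.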
Shiga toxin inh: Shiga toxin inhibition. Vero cells, Shiga toxin protein synthesis inhibition reporter. inhibition, % at 38.7 µM. 290,000 compounds, 9.2% hits. AID 2315; in the data active = inhibition mostly above about 28%, no sharp cut-off; inactive = mostly below about 43%; also: 0% is about no effect
* hit, by the source's call; ? = inconclusive; / = no result given; [ ] = remark or other dose. Unless noted, calls follow the shape of the dose curve; as a rule, active = well fitted curve in the direction sought with a large enough effect; inconclusive = small, poorly fitted or top-dose-only effect, or another doubt; inactive = no such curve, though single readings can be large; an effect the other way counts as inactive or inconclusive.

molecule	Pf growth 48h	LmPK inh	Tb PYK inh	Cycloheximide cs	Shiga toxin inh	Pf growth 96h	HCV inhibitor
NC(=O)C1CC(=O)N(c2ccc(OCc3ccc(Cl)cc3Cl)cc2)C1 (configuration not stated)	19%	8%	8%	26*	58	-15%	22%
COc1ccccc1NC(=O)C1CCN(c2ncccn2)CC1	34%[activator]	2%	4%	2	-4	/	22%
Cc1ccc(C)c(S(=O)(=O)Nc2ccc(O)cc2)c1	-13%	8%	2%	-2	-23	/	3%
CCC(=O)N1CCc2cc(S(=O)(=O)NCCC(=O)NC3CCCc4ccccc43)ccc21 (configuration not stated)	-26%	4%	-6%	1	-10	?	3%
Cc1ccccc1C(=O)NC(=S)Nc1ccccc1N1CCCC1	?	0%	-1%	-3	8	11%	?
Cc1ccc(-n2ncc(C#N)c2/N=C/N2CCN(C)CC2)cc1	12%	-1%	-6%	-7	-13	/	-5%
COc1ccc(CCN(C(=O)Cn2nnc3ccccc32)C(C(=O)NCC2CCCO2)c2ccncc2)cc1OC (configuration not stated)	-26%	4%	3%	6	-10	?	5%
CCn1nnnc1NC(=O)c1cc(OC)c(OC)c(OC)c1	12%	-1%	0%	11	27	14%	13%
Cc1nc(S/C(=C\c2ccc(-c3ccc(C(=O)O)c(Cl)c3)o2)C(=O)O)n[nH]1	65%	-1%	?	-3	3	52%[activator]	25%
Cc1cc(C)cc(N(CC(=O)NCCSc2ccccn2)S(=O)(=O)c2ccccc2)c1	?	-2%	2%	-1	-13	2%	?
COc1ccccc1CN(C)C(=O)COC(=O)c1cc(C)oc1C	?	/	-3%	/	/	-4%	17%
CC1=CCC2C(=O)N(c3cccc(C(=O)Nc4ccccc4Cl)c3)C(=O)C2C1 (configuration not stated)	-7%	-6%	0%	7	10	-20%	17%
COc1ccc(CN2CCCC(CO)(Cc3ccc(F)cc3F)C2)cc1 (configuration not stated)	-17%	1%	-7%	-2	-5	10µM*	1%
COc1ccccc1C(=O)Oc1ccc(C(C)(C)C)cc1	/	-3%	9%	29*	73	31%[activator]	7%
Cc1ccc(S(=O)(=O)N2CCN(C)CC2)cc1	0%	6%	4%	1	/	-1%	20%
Cc1cc(-c2ccc(C(C)C)c(S(=O)(=O)NCc3ccco3)c2)on1	-19%	8%	-1%	30*	34*	?	?
S=c1[nH]nc(Cc2c[nH]c3ccccc23)o1	-21%	-8%	-30%	-2	12	7%	8%
CC(=O)c1c(C)[nH]c(C(=O)Nc2cc(C)cc(C)c2)c1C	/	8%	3%	-2	3	5.9µM*	?
COc1ccccc1NC(=S)N1C2CCC1CC(NC(=O)NC13CC4CC(CC(C4)C1)C3)C2 (configuration not stated)	?	7%	0%	-4	36	4.7µM*	-18%
Cc1c(N=Cc2ccc[nH]2)c(=O)n(-c2ccccc2)n1C	/	5%	-6%	0	-10	51%[activator]	17%
O=[N+]([O-])c1ccc(CN2CCN(c3ccccc3Cl)CC2)o1	3%	-4%	0%	-1	-2	-3%	7%
CC(C)N(N=Nc1ccc([N+](=O)[O-])cc1)C(C)C	?	-3%	2%	-1	-4	?	-18%
COc1cccc(OC)c1-c1nn(-c2ncc(C(F)(F)F)cc2Cl)c(=O)o1	-1%	-6%	-3%	-1	-4	0%	-2%
CC(C)C(=O)Nc1ccc(NC(=O)c2ccccn2)cn1	39%[activator]	?	-14%	27*	42*	10%	-1%
C=CCc1ccc(OCCn2cccc2C=O)c(OC)c1	103%[activator]	2%	3%	49*	116*	96%[activator]	?
O=[N+]([O-])c1ccc2c(c1Nc1ccccc1Cl)=NC1(CCCCC1)N=2	-18%	4%	-2%	1	10	?	4%
Cc1ccc(NC(=O)C2CCC(=O)N2)cc1C (configuration not stated)	-14%	6%	-3%	-2	1	?	11%
Cc1ccc(S(=O)(=O)N2CCCN(C(=O)c3ccc(-n4cccn4)cc3)CC2)cc1	?	/	-2%	/	/	?	11%
CC(C)CC(NC(=O)c1ccc(Cl)cc1)C(=O)OCc1cc([N+](=O)[O-])cc2c1OCOC2 (configuration not stated)	-21%	0%	1%	-2	-10	-4%	?
CC(=O)NC(=S)Nc1ccc2oc(=O)ccc2c1	41%[activator]	-3%	-2%	14	35	54%[activator]	-11%
c1ccc(Cc2noc(CN3CCC(CN4CCOCC4)CC3)n2)cc1	14%	3%	0%	5	2	?	29%
Nc1cc(S(=O)(=O)Nc2ccc(Cl)cc2)ccc1N1CCOCC1	13%	1%	?	-3	-17	1%	?
CC(=O)N1CCN(C(=O)c2ccc(C(=O)c3ccccc3)cc2)CC1	17%	-2%	4%	1	-1	30%	8%
Cc1cc(C)c(OCC(=O)Nc2nc(-c3ccccn3)cs2)c(C)c1	8.3µM*	1%	-13%	4	51	?	4µM*
COc1ccccc1Cn1c(=S)[nH]c2ccccc2c1=O	12%	2%	-9%	4	10	18%	-19%
CCc1cc2cc(C)ccc2nc1SCC(=O)N1CC(=O)Nc2ccccc21	?	-8%	1%	-1	-13	5%	7.1µM*
COc1ccc(CCn2c(O)c(/C=N/N3CCCCC3)c(=O)[nH]c2=O)cc1OC	3%	4%	-15%	3	-6	0%	4%
CCCCOc1ccc(CON(C(C)=O)C(C)=O)cc1Cl	-4%	-1%	4%	11	4	6%	-2%
COc1ccc(CNC(=O)N[C@@H](Cc2c[nH]c3ccccc23)C(=O)O)cc1	38%[activator]	-4%	1%	-4	-3	20%	15%
CC(C)N(C(=O)NC(=O)Nc1ccccn1)S(C)(=O)=O	4%	-6%	-22%	6	-7	50%[activator]	6%

Quoted from the entries so far, 4 compounds:
molecule	Pf growth 48h	LmPK inh	Tb PYK inh	Cycloheximide cs	Shiga toxin inh	Pf growth 96h	HCV inhibitor
Cc1ccc(NC(=O)C2CCC(=O)N2)cc1C (configuration not stated)	-14%	6%	-3%	-2	1	?	11%
Cc1ccc(S(=O)(=O)N2CCCN(C(=O)c3ccc(-n4cccn4)cc3)CC2)cc1	?	/	-2%	/	/	?	11%
CC(C)CC(NC(=O)c1ccc(Cl)cc1)C(=O)OCc1cc([N+](=O)[O-])cc2c1OCOC2 (configuration not stated)	-21%	0%	1%	-2	-10	-4%	?
CC(=O)NC(=S)Nc1ccc2oc(=O)ccc2c1	41%[activator]	-3%	-2%	14	35	54%[activator]	-11%

Carrying on:
molecule	Pf growth 48h	LmPK inh	Tb PYK inh	Cycloheximide cs	Shiga toxin inh	Pf growth 96h	HCV inhibitor
CCOC(=O)c1c(NC(=S)NCc2ccccc2)sc2c1CCN(C(=O)OCC)C2	12µM*	-13%	-4%	-2	-3	5.9µM*	?
Cc1cc(C)cc(CC2CC(=O)N(c3ccc(Cl)cn3)C2=O)c1 (configuration not stated)	6%	-5%	9%	-3	-15	/	12%
O=C(O)c1ccccc1C(=O)NNc1ccc(Cl)cc1Cl	-9%	4%	0%	5	23	15%	5%
COc1ccccc1-c1nc2ccccc2c(=O)n1O	10%	-3%	-4%	12	24	14%	11%
O=C(N1CCCCCC1)N1CCN(S(=O)(=O)c2ccccc2)CC1	/	14%	0%	-6	-14	6%	5%
Cc1cc(Nc2cccc([N+](=O)[O-])c2)c2cccc(C)c2n1	?	-1%	0%	3	11	?	?
COC(=O)C(O)(NC(=O)OCc1ccccc1)C(F)(F)F (configuration not stated)	0%	3%	7%	1	-4	37%[activator]	?
O=C(Cn1cnc([N+](=O)[O-])n1)N/N=C/c1cc(Cl)ccc1O	?	9%	-3%	-3	-7	?	5%
COc1ccc2oc(C(=O)OCC(=O)Nc3ccc(C(=O)N(C)C)cc3)c(C)c2c1	6%	-5%	-6%	17*	14	24%	-1%
COc1ccc(Cl)cc1S(=O)(=O)N1CCC(C(=O)NCCc2ccccc2)CC1	-8%	-2%	3%	-3	-3	1%	-16%
COC(=O)c1cc(Nc2cc(C)c3ccc(O)cc3n2)cc(C(=O)OC)c1	?	3%	0%	1	-15	?	-14%
O=C(NCCc1ccccc1)C(=O)NC1CCCCC1	10%	-4%	3%	2	-17	/	32%[activator]
CC1CC(C)CN(C(=O)COC(=O)c2ccc(Cl)nc2)C1 (configuration not stated)	-12%	/	-5%	/	/	15%	14%
Cc1nc(-c2ccc(NC(=O)c3ccco3)cc2)cs1	-17%	?	-23%	11*	28	?	-22%
CC(C)c1nc(CNC(=O)c2cc(COc3c(F)cccc3F)on2)cs1	10%	6%	-12%	1	-3	-22%	10%
CSc1nc(C(=O)N2CCc3c([nH]c4ccccc34)C2c2ccccn2)cs1 (configuration not stated)	0%	6%	5%	-3	-4	18%	-5%
CCN(CC(=O)Nc1ccc(NC(C)=O)cc1)C(=O)C1CCCN(C(=O)c2ccc(Cl)cc2)C1 (configuration not stated)	-5%	/	5%	/	/	3%	12%
O=C(COC(=O)c1cc[n+]([O-])cc1)Nc1ccc([N+](=O)[O-])cc1	4%	2%	-5%	-2	15	32%[activator]	-23%
N#C/C(=C\c1ccc(-c2ccccc2[N+](=O)[O-])o1)C(=O)N1CCOCC1	?	15%	0%	0	9	?	-21%
CCOC(=O)c1ccc(NC(=O)CSc2nc(N3CCOCC3)nc(N3CCOCC3)n2)cc1	-25%	6%	-3%	-1	-11	-10%	-29%
COc1ccccc1CNC(=O)CN1CCC(NC(=O)c2ccccc2F)CC1	-25%	-1%	1%	-2	-4	?	-8%
COc1ccc(NC(=O)COC(=O)CCNS(=O)(=O)c2ccccc2)cc1OC	7%	4%	-2%	-3	-14	13%	12%
COc1ccc(-n2c(=O)c3ccccc3n(CC(=O)NC3CCCCC3)c2=O)c(OC)c1	1%	1%	-2%	-4	-6	59%[activator]	20%
COc1ccccc1C(=O)COC(=O)CN1C(=O)c2ccccc2C1=O	67%[activator]	-2%	8%	-3	-3	31%[activator]	11%
COc1ccccc1N1C(=O)C2C(C(=O)c3ccccc3)=NN(c3ccc(Br)cc3)C2C1=O (configuration not stated)	?	6%	3%	1	3	?	-2%
COc1cc2c(cc1OC)C1(C)N(CC2)C(C(C)=O)=NN1c1ccc(Cl)cc1 (configuration not stated)	?	1%	0%	8	2	?	?
O=C1CCCC2(O)C1C(c1cccc(Br)c1)NC(=O)N2Cc1ccccc1 (configuration not stated)	-4%	-1%	3%	-2	-10	-25%	10%
Cc1ccc(CN2CCCNC2=O)cc1	/	0%	-4%	12	3	-12%	6%
O=C(NC1CCSC1=O)c1ccc(Cl)cc1 (configuration not stated)	/	1%	-8%	-2	-8	-28%	-9%
Cc1ccc(N2CC(C(=O)Nc3nccs3)CC2=O)cc1Cl (configuration not stated)	/	1%	-5%	0	-6	-18%	?
COc1cccc(NC(=O)C2C3C=CC4(O3)C2C(=O)N(CCCN2CCCC(C)C2)C4C(=O)NC2CCCCC2C)c1 (configuration not stated)	-17%	1%	2%	2	-5	10µM*	?
CCCCNC(=O)C1C2C=CC(C2)C1C(=O)O (configuration not stated)	27%	3%	0%	-5	-9	-1%	18%

Bioassay records from PubChem.
